PKM2 act: qHTS Assay for Activators of Human Muscle isoform 2 Pyruvate Kinase; Pyruvate kinase PKM (Homo sapiens), P14618; purified PKM2, Kinase-Glo ATP luminescence, activation; response scale: 0% is enzyme alone, no compound; Potency, µM (highest dose often 57.5 µM), inactives show at the highest dose activation, hits mostly activators; 260,000 tested, 0.34% active; AID 1631, 2009; further: potency means the concentration at half of the fitted maximal effect; on the % scale 0 is the no-effect control and ±100 the full control effect; nearly all actives have a fitted effect of over 55% in size
Target sequence (P14618 whole entry, looked up, canonical isoform): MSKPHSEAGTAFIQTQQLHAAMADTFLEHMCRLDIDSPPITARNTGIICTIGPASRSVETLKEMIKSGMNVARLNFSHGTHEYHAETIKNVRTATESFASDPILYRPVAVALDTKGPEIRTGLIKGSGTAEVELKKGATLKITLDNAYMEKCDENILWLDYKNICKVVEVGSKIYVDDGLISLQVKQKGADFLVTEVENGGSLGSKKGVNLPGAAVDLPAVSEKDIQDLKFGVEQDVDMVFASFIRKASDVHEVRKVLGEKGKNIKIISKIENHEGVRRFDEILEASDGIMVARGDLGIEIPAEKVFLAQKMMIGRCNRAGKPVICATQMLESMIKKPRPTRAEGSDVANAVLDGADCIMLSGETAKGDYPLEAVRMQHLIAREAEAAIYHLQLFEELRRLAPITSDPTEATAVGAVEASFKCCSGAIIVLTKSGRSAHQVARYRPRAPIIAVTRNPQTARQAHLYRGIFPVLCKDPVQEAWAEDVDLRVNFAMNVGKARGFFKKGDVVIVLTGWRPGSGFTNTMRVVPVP
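ATP formation by purified human PK-M2, quantified via coupled luciferase luminescence after 1 h at room temperature with 0.1 mM ADP and 0.5 mM PEP final.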
ELG1 genotox: qHTS screen for small molecules that induce genotoxicity in human embryonic kidney (HEK293T) cells expressing luciferase-tagged ELG1 | HEK293T ELG1-luciferase reporter, luminescence, 16 h | Potency, µM (titrated, usually from 46 µM), for the others: top-dose activity change, positive = activation, usual class: activators | 330,000 tested, 1.3% active | AID 504466, 2011; further: potency means the concentration at half of the fitted maximal effect; % of control where 0% means no effect; nearly all actives have a fitted effect of over 60% in size
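HEK293T cells expressing luciferase-tagged ELG1 were exposed to compound or DMSO vehicle for 16 hr at 37 °C and 5% CO2. Luciferase activity was then measured with ONE-Glo after 30 min at room temperature.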
VP16 counter: VP16 counterscreen qHTS for inhibitors of ROR gamma transcriptional activity. Potency, µM (highest dose often 53.6 µM), inactives show at the highest dose activity, negative = inhibition, most hits filed as inhibitors. 310,000 tested, 3.5% active. Drosophila S2 Gal4-VP16 UAS-luciferase, luminescence, 20 h. AID 2546, 2010;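 further: Gal4-VP16 expression switched on by copper sulfate through the metallothionein promoter; potency means the concentration at half of the fitted maximal effect; on the % scale 0 is the no-effect control and ±100 the full control effect; nearly all actives have a fitted effect of over 50% in size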
Rab9 promoter act: qHTS Assay for Rab9 Promoter Activators. Huh7 Rab9 promoter-luciferase reporter, luminescence, 24 h. 320,000 tested, 2.8% active. Potency, µM (top dose mostly 9.22 µM), for the others: at the top dose activation, negative = inhibition, most hits filed as activators. AID 485297, 2010; further: potency means the concentration at half of the fitted maximal effect; % of control where 0% means no effect; nearly all actives have a fitted effect of over 60% in size
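Cells were plated at 1500 per well in reduced-serum medium with 10% FBS and left 2 h. Compound in DMSO was then added for 24 h at 37 °C. Reporter signal was read by luminescence after 10 min with luciferase detection reagent.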
NPC1 promoter act: qHTS Assay for NPC1 Promoter Activators | Huh7 NPC1 promoter luciferase reporter, 24 h | Potency, µM (highest dose often 9.22 µM), inactives show at the highest dose activation, usual class: activators | 320,000 tested, 2.4% active | AID 485313, 2010;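 further: potency means the concentration at half of the fitted maximal effect; % of control where 0% means no effect; nearly all actives have a fitted effect of over 60% in size; reporter is driven by a mutant NPC1 promoter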
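Cells: Huh7 expressing luciferase under the NPC1 promoter, 1500/well. Seeded 2 h, compound added, incubated 24 h at 37 °C. Luciferase reagent, 10 min ambient, then luminescence.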
BRCA1 expr act: qHTS Assay to Identify Small Molecule Activators of BRCA1 Expression | MCF7-BRCA1-FFLuc reporter, luminescence, 48 h; response scale: scaled: vehicle 0%, 10 µM genistein 100% | Potency, µM (doses to about 46.1 µM), inactives show at the highest dose activation, most hits filed as activators | 380,000 tested, 1.1% active | AID 624202, 2012; further: potency means the concentration at half of the fitted maximal effect; nearly all actives have a fitted effect of over 80% in size; some results filed as inactive show a strong effect at the top dose
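48 h compound treatment of MCF7-BRCA1-FFLuc cells (phenol-red free MEM, 37 °C), then 15 min with luciferase substrate and luminescence imaging.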
p53 reactivation: qHTS assay for re-activators of p53 using a Luc reporter; H1299 p53-A138V BP100-luciferase reporter, luminescence, 24 h; Potency, µM (titrated, usually from 92.2 µM), for the others: at the top dose activity change, positive = activation, usual class: activators; 320,000 tested, 0.063% active; further: potency means the concentration at half of the fitted maximal effect; % of control where 0% means no effect; nearly all actives have a fitted effect of over 45% in size
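p53-null H1299 cells stably carrying temperature-sensitive p53-A138V and a BP100-luciferase reporter were pinned with compounds (4-point, 1:5 series) and held 24 hrs at 37 deg C. Luminescence was read 10 min after detection reagent.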
Giardia killer: Small Molecules that selectively kill Giardia lamblia: qHTS; 340,000 tested, 0.15% active; activity change, % at 7.66 µM, hits read low; AID 540267, 2011; Giardia lamblia trophozoite viability; in the data active means activity change below about -80%; inconclusive means between about -30% and that limit;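 further: parasites exposed to compound for two days anaerobically before the ATP read; on the % scale 0 is the no-effect control and ±100 the full control effect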
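Luminescent ATP signal served as the viability read-out, measured 15-30 min after adding ATP detection reagent to trophozoites that had been incubated with compounds for 48 hrs at 37 deg C anaerobically at 100 cells/well.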
Menin MLL FP TR: qHTS Assay for Inhibitors Targeting the Menin-MLL Interaction in MLL Related Leukemias: Competition With Texas Red Labeled MLL-derived Mutant Peptide; O00255; Menin + Texas Red MLL mutant peptide, fluorescence polarization; Potency, µM (titrated, usually from 61.6 µM), inactives show at the highest dose FP activity change, negative = inhibition, most hits filed as inhibitors; 270,000 tested, 0.23% active; AID 1768, 2009; active means well fitted inhibition curve with a large enough effect in the polarisation, with a control signal flat, not every such curve was filed as active; inconclusive means small, poorly fitted or top-dose-only effect, or effect the other way, or a change in a side signal; inactive means no such curve, though single readings can be large or run the other way; the % refers to the polarisation; further: potency means the concentration at half of the fitted maximal effect; % of control where 0% means no effect; many of its hits are not listed in these tables
Target sequence (O00255 whole entry, looked up): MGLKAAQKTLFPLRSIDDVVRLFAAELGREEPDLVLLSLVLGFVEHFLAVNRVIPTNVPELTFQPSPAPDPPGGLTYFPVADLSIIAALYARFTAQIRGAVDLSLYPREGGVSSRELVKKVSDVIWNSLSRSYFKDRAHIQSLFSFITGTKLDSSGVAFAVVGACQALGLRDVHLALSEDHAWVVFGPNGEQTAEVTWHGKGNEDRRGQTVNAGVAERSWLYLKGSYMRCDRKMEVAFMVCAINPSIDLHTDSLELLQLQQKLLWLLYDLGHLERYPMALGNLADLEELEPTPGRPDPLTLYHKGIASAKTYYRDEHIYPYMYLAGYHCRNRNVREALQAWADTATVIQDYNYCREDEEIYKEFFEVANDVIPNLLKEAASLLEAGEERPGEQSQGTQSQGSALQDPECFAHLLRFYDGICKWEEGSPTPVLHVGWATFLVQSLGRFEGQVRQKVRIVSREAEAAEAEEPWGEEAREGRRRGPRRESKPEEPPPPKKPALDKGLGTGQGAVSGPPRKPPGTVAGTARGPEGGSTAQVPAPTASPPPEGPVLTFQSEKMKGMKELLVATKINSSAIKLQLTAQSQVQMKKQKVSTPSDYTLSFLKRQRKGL
FLuc counter: qHTS profiling assay for firefly luciferase inhibitor/activator using purifed enzyme and Km concentrations of substrates (counterscreen for miR-21 project). Luciferin 4-monooxygenase (Photinus pyralis), P08659. purified FLuc, Km substrates, luminescence inhibition. Potency, µM (top dose mostly 57.5 µM), for the others: top-dose activity change, negative = inhibition, hits mostly inhibitors. 360,000 tested, 6.9% active. AID 588342, 2011;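 further: potency means the concentration at half of the fitted maximal effect; plate controls were vehicle for no effect and reference inhibitor for full effect; nearly all actives have a fitted effect of over 55% in size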
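Purified P. pyralis luciferase (10nM final) with 10uM D-luciferin and 10uM ATP (Km levels) in 50mM Tris acetate pH 7.5, 10mM Mg acetate, 0.01% Tween-20, 0.05% BSA; qHTS 6-point titration, ~60 µM downward; luminescence read.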
RORgamma inh: qHTS for inhibitors of ROR gamma transcriptional activity; Drosophila S2 Gal4-RORgamma UAS-luciferase reporter, 20 h; Potency, µM (top dose mostly 53.6 µM), for the others: at the highest dose activity change, negative = inhibition, actives largely listed as inhibitors; Nuclear receptor ROR-gamma (Mus musculus), P51450; 310,000 tested, 5.4% active; further: potency means the concentration at half of the fitted maximal effect; on the % scale 0 is the no-effect control and ±100 the full control effect; nearly all actives have a fitted effect of over 60% in size
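Drosophila S2 cells stably expressing Gal4-DBD/mouse RORγ fusion under metallothionein promoter plus UAS-luciferase; compound 1 h, then 700 uM CuSO4 induction for 20 h at ambient temperature; inhibition read as reduced luminescence.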
The depositor's hits bear a star; & = joins results of further samples; [ ] = remark or other dose. Unless noted, the call rests on the fitted dose curve; in most records, active means well fitted curve in the direction sought with a large enough effect; inconclusive means small, poorly fitted or top-dose-only effect, or another doubt; inactive means no such curve, though single readings can be large; an effect the other way counts as inactive or inconclusive.

Cc1ccc2nc(-c3ccccc3)cc(C(=O)NNC(=O)c3csc(N4CCOCC4)n3)c2c1 was read as ELG1 genotox -9%, Rab9 promoter act -3%, NPC1 promoter act -2%, BRCA1 expr act -33%, p53 reactivation -9%, Giardia killer -3 and FLuc counter inconclusive.
`CC(SCc1ccc(C(=O)O)o1)c1ccc(C(=O)O)o1` (stereo not drawn) gave ELG1 genotox -1%, VP16 counter 1%, Rab9 promoter act -12%, NPC1 promoter act -2%, BRCA1 expr act -24%, p53 reactivation 1%, Giardia killer 4, Menin MLL FP TR -3%, FLuc counter 2% and RORgamma inh -18%.
Screening COc1ccccc1N1CCN(C(=O)c2cc3cc(Br)ccc3oc2=O)CC1 returned PKM2 act -2%, ELG1 genotox 0%, VP16 counter 10%, Rab9 promoter act 0%, NPC1 promoter act -3%, BRCA1 expr act 20%, p53 reactivation 7%, Giardia killer 13, Menin MLL FP TR -2%[11.7 µM], FLuc counter 0% and RORgamma inh 9%.
Screening Cc1cc(Cl)ccc1NC(=O)CCCN1C(=O)CCC1=O returned PKM2 act -5%, ELG1 genotox 6%, VP16 counter -3%, Rab9 promoter act 8%, NPC1 promoter act 2%, BRCA1 expr act 4%, p53 reactivation 1%, Giardia killer 4, Menin MLL FP TR 1%, FLuc counter 2% and RORgamma inh -24%.
COc1cccc(CC(NC(C)=O)C(=O)NC2CCN(c3nc(C)cc(C)c3C#N)CC2)c1OC (stereo not drawn) was read as PKM2 act 2%, ELG1 genotox -9%, VP16 counter 13%, Rab9 promoter act -7%, NPC1 promoter act -1%, BRCA1 expr act -16%, p53 reactivation -12%, Giardia killer 1, Menin MLL FP TR -26%, FLuc counter -2% and RORgamma inh -16%.
For COc1ccc(-n2c(C)cc(C(=O)COC(=O)c3ccc(O)cc3O)c2C)cc1 the results were ELG1 genotox -4%, Rab9 promoter act -16%, NPC1 promoter act -4%, BRCA1 expr act 0%, p53 reactivation inconclusive, Giardia killer 5 and FLuc counter inconclusive.
For CCC1=C2CC[C@H]3C(=O)N(CC)C(=O)[C@H]3[C@H]2[C@@]2(Cc3ccccc3)C(=NCc3ccccc3)OC(=O)N2C1=O the results were PKM2 act 2%&-4%, ELG1 genotox 0%, VP16 counter 8%&-13%, Rab9 promoter act -8%, NPC1 promoter act -4%, BRCA1 expr act 8%, p53 reactivation -1%, Giardia killer inconclusive, Menin MLL FP TR 2%, FLuc counter 0% and RORgamma inh 18%&-31%.
Screening CN1CCN(Cn2cc(/C=C/C(=O)c3ccccc3)c3ccccc32)CC1 returned PKM2 act 3%, ELG1 genotox inconclusive, VP16 counter 0%, Rab9 promoter act 2.8µM*, NPC1 promoter act inconclusive, BRCA1 expr act 36%, p53 reactivation inconclusive, Giardia killer -3, FLuc counter 2.4µM* and RORgamma inh inconclusive.
For CCc1ccccc1NC(=S)N1CCCCCC1 the results were PKM2 act -8%, ELG1 genotox 2%, VP16 counter inconclusive, Rab9 promoter act -2%, NPC1 promoter act 1%, BRCA1 expr act 9%, p53 reactivation -4%, Giardia killer 10, FLuc counter 0% and RORgamma inh 14µM*.
N#C/C(=C\c1cccs1)C(=O)NCc1cccnc1 was read as PKM2 act 1%, ELG1 genotox 3%, VP16 counter 20%, Rab9 promoter act 3%, NPC1 promoter act -4%, BRCA1 expr act -2%, p53 reactivation 1%, Giardia killer -21, Menin MLL FP TR -7%, FLuc counter -2% and RORgamma inh inconclusive.
Screening COc1ccc(Cl)cc1NC(=O)COC(=O)CCNC(C)=O returned PKM2 act 2%, ELG1 genotox 0%, VP16 counter 0%, Rab9 promoter act 1%, NPC1 promoter act 0%, BRCA1 expr act 5%, p53 reactivation -3%, Giardia killer 6, Menin MLL FP TR 0%, FLuc counter 1% and RORgamma inh -22%.
`COc1ccccc1OCCNC(=O)C(CCSC)NC(=O)c1ccccc1Cl` (stereo not drawn) gave ELG1 genotox 5%, Rab9 promoter act -1%, NPC1 promoter act -4%, BRCA1 expr act -13%, p53 reactivation 2%, Giardia killer -13 and FLuc counter 4%.
For CC(NC(=O)c1ccccc1)C(=O)N/N=C/c1cccc([N+](=O)[O-])c1 (stereo not drawn) the results were PKM2 act -1%, ELG1 genotox 6%, VP16 counter 6%, Rab9 promoter act 23%, NPC1 promoter act 5%, BRCA1 expr act 20%, p53 reactivation 4%, Giardia killer 6, Menin MLL FP TR 11%, FLuc counter inconclusive and RORgamma inh 14%.
O=C(NC(=S)NCC1CCCO1)c1ccccc1F (stereo not drawn) was read as PKM2 act 2%, ELG1 genotox 10%, VP16 counter 2%, Rab9 promoter act inconclusive, NPC1 promoter act 14%, BRCA1 expr act 85%, p53 reactivation 4%, Giardia killer 11, Menin MLL FP TR 3%, FLuc counter -11% and RORgamma inh inconclusive.
`Cc1ccc(N2C(=O)CC(N3CCN/C3=C3\CC/C(=C\c4ccccc4)C3=O)C2=O)cc1` (stereo not drawn) gave PKM2 act -12%, ELG1 genotox 0%, VP16 counter -2%[10 µM], Rab9 promoter act 1%, NPC1 promoter act 2%, BRCA1 expr act -13%, p53 reactivation 0%, Giardia killer -5, Menin MLL FP TR -1%, FLuc counter -1% and RORgamma inh 2%.
COc1cc(C(=O)Nc2ccccc2C(=O)NCc2cccnc2)cc(OC)c1OC was read as ELG1 genotox -9%, VP16 counter 11%, Rab9 promoter act 3%, NPC1 promoter act -5%, BRCA1 expr act -6%, p53 reactivation -5%, Giardia killer -9, Menin MLL FP TR -17%, FLuc counter -2% and RORgamma inh -1%.
Cc1ccc(NC(=O)CCCNC(=O)c2ccc(Cl)cc2)cc1S(=O)(=O)N1CCOCC1 was read as ELG1 genotox 2%, Rab9 promoter act 1%, NPC1 promoter act 1%, BRCA1 expr act -2%, p53 reactivation -1%, Giardia killer -4 and FLuc counter -3%.
For COc1cccc(OC)c1C(=O)OCC(=O)NC1CCCCCC1 the results were ELG1 genotox -5%, Rab9 promoter act 17%, NPC1 promoter act 12%, BRCA1 expr act -28%, p53 reactivation 7%, Giardia killer 8 and FLuc counter -3%.
For O=C(CCN1C(=O)/C(=C/c2ccccc2Cl)SC1=S)Nc1cccnc1 the results were ELG1 genotox 0%, VP16 counter inconclusive, Rab9 promoter act 2%, NPC1 promoter act 0%, BRCA1 expr act -2%, p53 reactivation 5%, Giardia killer 6, FLuc counter inconclusive and RORgamma inh 35%.
`COc1ccc(C(C)(C)C)cc1NC(=O)c1ccc[n+]([O-])c1` gave PKM2 act -2%, ELG1 genotox 1%, VP16 counter 3%, Rab9 promoter act 0%, NPC1 promoter act 2%, BRCA1 expr act -4%, p53 reactivation -1%, Giardia killer 5, Menin MLL FP TR -10%, FLuc counter -1% and RORgamma inh 7%.
CCOc1ccc(NC(=O)CSc2nnnn2CC(=O)O)cc1 was read as PKM2 act -5%, ELG1 genotox 0%, VP16 counter -4%, Rab9 promoter act 0%, NPC1 promoter act 0%, BRCA1 expr act -13%, p53 reactivation -5%, Giardia killer 17, Menin MLL FP TR 12%, FLuc counter inconclusive and RORgamma inh -5%.
`CC1CN(c2ccc([N+](=O)[O-])c(NCCOc3ccccc3)c2)CC(C)N1` (stereo not drawn) gave PKM2 act -5%[11.5 µM], ELG1 genotox -2%, VP16 counter 0%, Rab9 promoter act -3%, NPC1 promoter act 2%, BRCA1 expr act 9%, p53 reactivation -31%[inhibitor], Giardia killer 0, Menin MLL FP TR 10%, FLuc counter 3% and RORgamma inh -12%.
CCN(CC)CCCNc1oc(-c2ccccc2[N+](=O)[O-])nc1C#N was read as PKM2 act 0%, ELG1 genotox 0%, VP16 counter 17%, Rab9 promoter act 0%, NPC1 promoter act -3%, BRCA1 expr act -5%, p53 reactivation 5%, Giardia killer 5, FLuc counter 4% and RORgamma inh -10%.
`COc1ccc(NC(=O)NCc2ccccn2)cc1` gave PKM2 act -13%, ELG1 genotox 3%, VP16 counter -5%, Rab9 promoter act -2%, NPC1 promoter act -2%, BRCA1 expr act 8%, p53 reactivation 21%, Giardia killer 15, Menin MLL FP TR 7%, FLuc counter -3% and RORgamma inh 25%.

Assay outcomes as filed in PubChem.

These rows are one share of the data. The share of hits here may be higher or lower than overall.
